RPL19A-GFP yeast = modulators of TOR pathway RPL19A-GFP in S. cerevisiae | S. cerevisiae RPL19A-GFP strain, flow cytometry, 3 h; active compounds read low | hit rate 0.3% among 330,000 | percent response vs DMSO, % at 10 µM;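 active = percent response vs DMSO below 50%; inconclusive = fewer than 70 events counted for the yeast strain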;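 also: median channel GFP fluorescence of the barcoded RPL19A-GFP strain; ratio of sample median GFP to plate DMSO average so 100% = DMSO; lower means less RPL19A-GFP as with rapamycin TOR inhibition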
AHR activator = human AHR activation | P35869 | AHR-responsive luciferase reporter cells, luminescence | activation, % at 5 µM | hit rate 2.5% among 320,000 | AID 2796; in the data active = activation above about 47%;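 also: 0% = vehicle wells and 100% = reference agonist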
LAP4 TOR yeast = yeast TOR pathway LAP4-GFP modulation | AID 2023 | GFP response vs DMSO, % at 10 µM | S. cerevisiae LAP4-GFP multiplex, flow cytometry GFP, 3 h; median GFP as percent of DMSO wells | hit rate 0.34% among 320,000;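 active = GFP response vs DMSO above a set limit, about the screen mean plus 3 SD, cut at about 150% in these data; inconclusive = under 70 cell events counted for the yeast strain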
proCasp3 act = activates human procaspase-3. P42574. recombinant procaspase-3 D3A, Ac-DEVD-pNA absorbance 405 nm. activation, % at 8.5 µM. hit rate 0.11% among 330,000. AID 463141;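 active = activation above the mean of all tested compounds plus 3 SD, cut at about 21% in these data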;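 also: 0% = DMSO alone and 100% = DMSO wells spiked with extra 5 µM PC-3 D3A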
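Test system: Procaspase-3 D3A mutant; medium: Zinc-free HEPES/NaCl buffer with 0.01% Triton X-100 at pH 7.4; reagent: DEVD-pNA substrate; doses: one concentration, 8.5 µM nominal, 0.8% DMSO; times: 1 h preincubation plus 2 h reaction at 25 °C; signal: Epi-absorbance at 405 nm of released p-nitroaniline, 0 and 120 min; replicates: singlicate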
EBNA-1 inhibitor = blocks EBNA-1 binding to DNA; EBNA-1 DNA binding, fluorescence polarization; inhibition, % at 14.8 µM; hit rate 0.34% among 300,000; AID 1950; in the data active = inhibition above about 28%
proCasp7 act = activates human procaspase-7, counter-screen for procaspase-3 activators; P55210; recombinant procaspase-7, Ac-DEVD-pNA absorbance 405 nm; D23A/D198A/D206A triple mutant, cannot self-cleave; scale: DMSO 0, 5 µM enzyme 100; activation, % at 8.5 µM; hit rate 0.093% among 330,000;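 active = percent activation above the screen-wide mean plus 3 SD, cut at about 25% in these data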
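System: Uncleavable procaspase-7 mutant enzyme; Amount: 2 µM procaspase-7 mutant as dispensed; Schedule: 1 h compound preincubation, 2 h substrate cleavage, 25 °C; Measured by: 405 nm absorbance of p-nitroaniline; Evaluation: percent activation from buffer-corrected 0–120 min absorbance change; Control set: low DMSO alone, high DMSO plus 5 µM PC-7.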
MEP2 TOR yeast = modulators of TOR pathway MEP2-GFP in S. cerevisiae | GFP response vs DMSO, % at 10 µM | S. cerevisiae MEP2-GFP strain, flow cytometry GFP, 3 h; 100% = DMSO control level | hit rate 0.51% among 330,000;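 active = GFP response versus DMSO above a set limit, roughly screen mean plus 3 SD, cut at about 180% in these data; inconclusive = fewer than 70 cells counted for a yeast strain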;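 also: median GFP fluorescence of the barcode-gated MEP2-GFP cells per well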
ZTA counter = ZTA (EBV) inhibition in EBNA-1 counter-screen | inhibition, % at 11 µM | P03206 | hit rate 0.15% among 320,000 | ZTA-DNA binding, fluorescence polarization; in the data active = inhibition above about 33%
The depositor's hits bear a star; ? = inconclusive; nt = no result given; [ ] = dose if it differs, or a comment.

#1 COc1ccc(OCC(=O)Nc2cc(-c3nn4c(C)nnc4s3)ccc2C)cc1
#2 CCCOc1ccc(-c2nc(C#N)c(NCC3CCCO3)o2)cc1 (stereo not given)
#3 CCc1nc(NC(=O)NS(=O)(=O)c2ccccc2C(=O)OC)nc(OC)n1
#4 COc1ccc(/C=N/n2c(=O)[nH]c3c([nH]c4ccc(F)cc43)c2=O)cc1CN1CCCCC1
#5 COCCN(C(=O)COC(=O)CC(C)c1ccccc1)c1c(N)n(Cc2ccccc2)c(=O)[nH]c1=O (stereo not given)
#6 O=C1CSc2ccc(S(=O)(=O)NCc3ccc(Cl)cc3)cc2N1
#7 COc1ccc(C(=O)COC(=O)COc2ccc(C)c(C)c2)cc1
#8 COc1ccc(-n2nnnc2CNC(=O)C(=O)c2c[nH]c3ccccc23)cc1
Screen / compound no.	1	2	3	4	5	6	7	8
MEP2 TOR yeast	102	94	107	92	100	112	154	96
LAP4 TOR yeast	98	93	99	111	103	98	111	104
AHR activator	-1	7	0	3	2	0	0	27
RPL19A-GFP yeast	100	94	103	94	98	93	102	96
EBNA-1 inhibitor	-2	-4	-9	1	5	3	11	-18
proCasp7 act	1	0	0	-3	-1	-11	9	7
ZTA counter	12	-10	-3	-7	1	-7	-14	-10
proCasp3 act	6	1	3	0	-5	7	-6	4

Down the list, from the results shown:
LAP4 TOR yeast for nos. 1–8: 98, 93, 99, 111, 103, 98, 111, 104

The results go on:
#9 CN(C)CCNC(=O)CNC(=S)N(Cc1ccccc1)Cc1cccnc1
#10 Cc1csc2nc(CNS(=O)(=O)c3ccc(-c4ccccc4)cc3)cn12
#11 CC(C)c1ccc(NC2CCCN(C(=O)c3ccnc(Cl)c3)C2)cc1 (stereo not given)
#12 Cc1nn2cc(-c3cccc(Cl)c3)cnc2c1Cl
#13 CCOc1ccc(NC(=O)Cn2nnc(C(=O)NCc3ccc(OC)cc3)c2N)cc1
#14 O=C(COC(=O)c1ccc(Cl)c(S(=O)(=O)NCc2ccccc2)c1)NCC1CCCO1 (stereo not given)
#15 COc1ccc(N2CCN(C(=O)c3ccc(F)cc3)CC2)c([N+](=O)[O-])c1
#16 CCN(C(=O)COC(=O)/C=C/c1c(C)nn(Cc2ccc(C)cc2)c1C)C1CCS(=O)(=O)C1 (stereo not given)
Screen / compound no.	9	10	11	12	13	14	15	16
MEP2 TOR yeast	97	110	103	97	100	111	98	97
LAP4 TOR yeast	88	98	95	106	92	107	109	94
AHR activator	-3	-2	2	3	2	1	1	0
RPL19A-GFP yeast	103	94	97	97	99	109	91	88
EBNA-1 inhibitor	1	9	-5	6	1	0	-10	-4
proCasp7 act	3	4	2	3	-1	12	7	-1
ZTA counter	14	0	-8	4	20	3	-7	2
proCasp3 act	7	7	0	5	5	0	3	9

#17 O=C(OCCN1CCOCC1)c1ccc(OCCN2CCOCC2)cc1
#18 COc1ccccc1NS(=O)(=O)c1cccc(NC(=O)c2cc3ccccc3oc2=O)c1
#19 Cc1ccccc1N1CCN(C2CCCN(C(=O)c3csc(C(C)C)n3)C2)CC1 (stereo not given)
#20 O=C(COC(=O)c1ccc2ccccc2c1)NCCCc1ccccc1
#21 CC(C(=O)NCC1CCCO1)N(C(=O)c1snc(C(N)=O)c1N)c1cccc(F)c1 (stereo not given)
#22 CN(CC(=O)Nc1ccc(F)cc1)CC(=O)N1CCCC1
#23 COc1ccc(CCN(C(=O)c2cccc(F)c2)C2CC(=O)N(c3ccccc3)C2=O)cc1 (stereo not given)
#24 CC(C)CN(C(=O)CN(C)CC(=O)Nc1ccccc1C#N)c1c(N)n(CC(C)C)c(=O)[nH]c1=O
Screen / compound no.	17	18	19	20	21	22	23	24
MEP2 TOR yeast	?	90	106	116	103	102	99	101
LAP4 TOR yeast	88[may fluoresce red]	100	102	94	98	99	104	99
AHR activator	0	5	0	3	0	4	3	17
RPL19A-GFP yeast	?	99	99	120	97	97	101	99
EBNA-1 inhibitor	15	-9	8	-5	-1	nt	1	nt
proCasp7 act	7	4	-10	1	-4	14	-3	7
ZTA counter	8	2	5	-7	10	11	-16	nt
proCasp3 act	0	3	1	4	4	2	4	8

#25 CSc1nc(C)cc(OCC(=O)n2nc(C)cc2C)n1
#26 O=C(CCC(=O)OCC(F)(F)C(F)F)Nc1ccccc1F
#27 CCC1(C)CC(C(N)=S)CCO1 (stereo not given)
#28 COC(=O)CCC(=O)NC(=S)Nc1sc(C)c(C)c1C(N)=O
#29 CN(Cc1nc(-c2cnccn2)no1)CC1CCN(Cc2ccccc2)CC1
#30 O=C(N/N=C/c1cccs1)c1cccc(NC(=O)c2ccccc2Cl)c1
#31 O=C(NCCCNC(=O)c1ccc(Cl)cc1Cl)c1ccccn1
#32 Cc1nc(CS(=O)(=O)c2ccccc2)cc(N2CCOCC2)n1
Screen / compound no.	25	26	27	28	29	30	31	32
MEP2 TOR yeast	103	68	106	94	101	100	105	?
LAP4 TOR yeast	106	106	111	92	100	94	97	?
AHR activator	-1	-2	-1	12	2	18	0	5
RPL19A-GFP yeast	101	94	104	97	101	100	104	?
EBNA-1 inhibitor	-9	5	4	-5	9	1	-3	7
proCasp7 act	0	-2	-14	3	8	3	-11	0
ZTA counter	-9	19	-8	1	-6	-8	-4	1
proCasp3 act	9	0	-14	-7	-11	0	15	-3

#33 Cc1ccc(-n2nc(C(=O)N3CCN(C)CC3)c3c4ccccc4n(C)c3c2=O)cc1
#34 CCOC(=O)c1cc(-c2ccccc2)sc1NC(=O)COC(=O)c1ccc(Cl)c(S(N)(=O)=O)c1
#35 O=C(NC1CCNCC1)C1CC1
#36 Clc1ccc(-c2nnc(NC3=NCCCCC3)o2)cc1
#37 N#C/C(=C\c1ccc[nH]1)C(=O)NC1CC1
#38 O=C(CSc1nc2ccccc2[nH]1)NC1CCS(=O)(=O)C1 (stereo not given)
#39 CC(C)NC(=O)CSc1nccc(-c2cccs2)n1
#40 Cc1ccc(S(=O)(=O)NNC(=O)Nc2cccc(F)c2)c(C)c1
Screen / compound no.	33	34	35	36	37	38	39	40
MEP2 TOR yeast	101	101	97	100	105	112	103	100
LAP4 TOR yeast	101	98	110	113	100	100	118	101
AHR activator	11	2	0	-4	-5	9	-5	2
RPL19A-GFP yeast	102	96	93	99	98	100	110	92
EBNA-1 inhibitor	4	1	6	0	-1	-7	-1	5
proCasp7 act	-5	16	19	12	12	8	2	-3
ZTA counter	6	-8	12	-8	6	-25	12	-2
proCasp3 act	7	3	-1	5	6	2	-8	0

The last 4 compounds of the section above are carried over, then new ones follow:
#37 N#C/C(=C\c1ccc[nH]1)C(=O)NC1CC1
#38 O=C(CSc1nc2ccccc2[nH]1)NC1CCS(=O)(=O)C1 (stereo not given)
#39 CC(C)NC(=O)CSc1nccc(-c2cccs2)n1
#40 Cc1ccc(S(=O)(=O)NNC(=O)Nc2cccc(F)c2)c(C)c1
#41 COc1ccc(CCN(C)CCC(=O)Nc2ccc(C)cc2)cc1OC
#42 CCC1=[N+]([O-])C(C)(/C(C)=N\O)N(O)C1(C)C (stereo not given)
#43 CCOC(=O)c1sc(=S)n(C)c1NC(=O)c1ccc(OC)cc1
#44 CCOC(=O)c1c(NC(=S)Nc2ccccc2)sc(C)c1C
#45 Cc1ccc(-c2csc(NC(=O)CSc3nc(C)cs3)n2)cc1
#46 O=C1CCC(=O)N1CNc1ccc(Oc2ccccc2)cc1
#47 C[C@@]12CCC3[C@@](CCC4[C@@]3(C)CCC[C@@]4(C)C(=O)N3CCOCC3)(CC1=O)C2 (stereo not given in full)
#48 Nc1ncc(-c2ccccc2)n1CC1CCCO1 (stereo not given)
Screen / compound no.	37	38	39	40	41	42	43	44	45	46	47	48
MEP2 TOR yeast	105	112	103	100	113	91	96	102	98	95	91	101
LAP4 TOR yeast	100	100	118	101	103	94	nt	99	96	113	98	83
AHR activator	-5	9	-5	2	1	-1	-2	40	14	0	0	2
RPL19A-GFP yeast	98	100	110	92	110	97	95	100	93	101	94	100
EBNA-1 inhibitor	-1	-7	-1	5	5	8	-5	-5	-22	-4	nt	5
proCasp7 act	12	8	2	-3	9	-1	-14	-12	5	-5	7	12
ZTA counter	6	-25	12	-2	-6	7	-3	-5	-18	-8	nt	12
proCasp3 act	6	2	-8	0	-1	-6	1	-4	-1	-2	-2	0

#49 CCCN(CCC)CCNC(=S)Nc1ccc2nc3n(c(=O)c2c1)CCCCC3
#50 O=C(NC1CC1)c1sc2cc([N+](=O)[O-])ccc2c1Cl
#51 CC(=O)Nc1ccc([N+](=O)[O-])c(CS(=O)(=O)c2ccc(C)cc2)c1[N+](=O)[O-]
#52 CCCCN(C(=O)c1ccc(-c2ccc([N+](=O)[O-])cc2)o1)c1c(N)n(CCCC)c(=O)[nH]c1=O
#53 Cc1c(C(=O)NCc2ccccn2)sc2nc(-c3ccccc3)cn12
#54 CC(=O)N(Cc1ccccc1)c1ccccc1C(=O)O
#55 COc1ccc(-c2nn(CCC(=O)O)cc2CCC(=O)O)cc1
#56 O=c1c2ccccc2nnn1COc1ccc(F)cc1Cl
#57 CCCCOc1ccc(CSCCNC(=S)Nc2ccccc2)cc1
Screen / compound no.	49	50	51	52	53	54	55	56	57
MEP2 TOR yeast	87	96	105	103	89	107	99	93	103
LAP4 TOR yeast	87	101	103	105	89	108	99	92	89
AHR activator	0	-1	0	13	23	1	-4	-2	5
RPL19A-GFP yeast	99	97	102	104	97	102	93	87	100
EBNA-1 inhibitor	-8	-7	-24	-2	-5	13	1	-7	10
proCasp7 act	-5	10	5	-20	-8	-4	-2	5	-5
ZTA counter	12	11	7	-5	-7	-15	-23	-9	3
proCasp3 act	-2	1	14	-23	-11	3	-4	-2	-9

Compound activity as filed in PubChem.
